Source: PubChem BioAssay (National Center for Advancing Translational Sciences (NCATS))
TCR activator: activates T cell receptor signaling; primary human leukocytes, anti-CD3, IL-2 HTRF, 48 h; Potency, µM (highest dose often 9.22 µM), for inactives: top-dose activation of IL-2 secretion, most hits filed as activators; AID 504894; 330,000 tested, under 10 active; note: % of control where 0% means no effect
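Using a-CD3 beads without co-stimulation, primary human leukocytes were exposed to compounds for 48 hr. An HTRF IL-2 kit measured the cytokine, with europium-to-d2 energy transfer producing emission at 665nm upon 320nm excitation.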
Mito fusion act: mitochondrial division inhibition or fusion activation | 320,000 tested, 0.23% active | S. cerevisiae fusion-defective mutant growth rescue, CellTiterGlo 48 h | AID 485298 | Potency, µM (top dose mostly 46.1 µM), without a hit: at the top dose growth rescue (activation), actives largely listed as activators;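 note: potency is the fitted concentration of half-maximal effect; % of control where 0% means no effect; nearly all actives have a fitted effect of over 45% in size; temperature-sensitive fusion mutants such as fzo1-1 at 37 °C on non-fermentable ethanol glycerol medium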
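Growth-rescue viability read-out: after 48 h at the non-permissive 37C in glycerol/ethanol YPEG, yeast mitochondrial fusion mutants are measured by CellTiterGlo luminescence; compounds (23 nl pinned per well) restoring growth score as division inhibitors or fusion activators.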
Tb PFK inh: blocks T. brucei phosphofructokinase; O15648; T. brucei PFK, ADP-Glo luminescence; Potency, µM (doses to about 57.5 µM), for inactives: at the top dose activity, negative = inhibition, usual class: inhibitors; 330,000 tested, 0.17% active;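 note: potency is the fitted concentration of half-maximal effect; 0% = uninhibited 1x PFK enzyme wells and -100% = no-enzyme wells; nearly all actives have a fitted effect of over 60% in size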
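ADP-Glo luminescence quantified ADP after 45 min at room temperature, with 1.25 nM T. brucei PFK, 0.1 mM ATP and 0.5 mM fructose-6-phosphate in pH 8.0 TEA buffer. qHTS titrations up to 57 µM; curves classified by quality.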
TSHR antagonist: blocks TSH signaling through the human TSH receptor; AID 504810; TSHR-expressing cells, TSH-stimulated cAMP HTRF, 2 h; hits give low values; 330,000 tested, 0.2% active; activity change, negative = inhibition, % at 11.5 µM;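 active = activity change below a set negative limit, meaning inhibition stronger than a set level, cut at about -70% in these data; inconclusive = activity change between two set negative limits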; note: % is set by controls: 0 for no effect and ±100 for the full control effect
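TSHR-expressing cells were treated with compounds, then stimulated with TSH at EC80 (4nM final) for 2 hours at 37 deg C. Cellular cAMP was measured by HTRF competition between lysate cAMP and cAMP-d2 for a cryptate-labelled anti-cAMP antibody.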
Eya2 phos inh: inhibitors of human Eya2 phosphatase activity. O00167. recombinant Eya2, OMFP fluorescence dephosphorylation (OMFP is methylfluorescein phosphate). Potency, µM (doses to about 76.9 µM), for the others: at the top dose activity, negative = inhibition, usual class: inhibitors. 330,000 tested, 0.006% active. AID 488837; note: potency is the fitted concentration of half-maximal effect; % is set by controls: 0 for no effect and ±100 for the full control effect
Target sequence (O00167 whole entry, looked up): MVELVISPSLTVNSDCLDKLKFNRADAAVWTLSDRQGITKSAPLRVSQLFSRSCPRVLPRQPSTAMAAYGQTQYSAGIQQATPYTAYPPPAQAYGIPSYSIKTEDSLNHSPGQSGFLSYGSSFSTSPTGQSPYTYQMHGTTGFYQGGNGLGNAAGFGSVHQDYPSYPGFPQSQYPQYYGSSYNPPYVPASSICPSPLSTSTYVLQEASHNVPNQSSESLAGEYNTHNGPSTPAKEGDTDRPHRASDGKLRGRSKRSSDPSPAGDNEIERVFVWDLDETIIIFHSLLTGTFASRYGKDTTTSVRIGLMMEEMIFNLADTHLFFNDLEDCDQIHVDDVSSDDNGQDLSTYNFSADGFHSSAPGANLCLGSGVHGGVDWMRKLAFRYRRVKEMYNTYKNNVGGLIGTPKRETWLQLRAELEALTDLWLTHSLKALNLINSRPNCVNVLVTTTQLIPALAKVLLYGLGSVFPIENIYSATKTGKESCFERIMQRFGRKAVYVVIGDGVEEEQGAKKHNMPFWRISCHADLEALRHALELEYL
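Eya2 protein (added as 0.2 uM solution) was preincubated with compound for 10 min at ambient temperature in 50 mM HEPES pH 7.5, 50 mM NaCl, 5 uM MgCl2, 0.05% BSA, 1 mM DTT. OMFP (added at 50 uM) then reacted 10 min; fluorescence read at 485/525 nm.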
Chronic BCR inh: chronic active BCR signaling inhibition; AID 493014; 340,000 tested, 0.05% active; Potency, µM (highest dose often 46.1 µM), for the others: top-dose ratio change, negative = lower green/red ratio, most hits filed as inhibitors; ABC-DLBCL IkBa-CBG/CBR reporter, luminescence ratio, 4 h; active = well fitted inhibition curve with a large enough effect in the signal ratio, with a control signal flat, not every such curve was filed as active; inconclusive = small, poorly fitted or top-dose-only effect, or effect the other way, or a change in a side signal; the % refers to the signal ratio;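 note: potency is the fitted concentration of half-maximal effect; plate controls were basal doxycycline-induced cells for no effect and cells given 10 µM MG132 for full effect; MG132 reads +100%, hits lower the ratio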
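Concentration-response series (up to 46 uM) were applied to TMD8 dual-reporter cells for 4 h at 37C with doxycycline. Green/red ratio, after filter-overlap correction, defined %Activity; red signal alone was normalised to basal cells and zero luminescence.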
TSG101-PTAP inh: blocks PTAP/TSG101 interaction to inhibit HIV-1 budding; 340,000 tested, under 10 active; Q99816; AID 493005; Potency, µM (series often up to 115 µM), without a hit: at the top dose activity change, negative = inhibition, actives largely listed as inhibitors; Fluorescence polarization, FITC-PTAP peptide / Tsg101 binding; active = well fitted inhibition curve with a large enough effect in the main read-out, with a control signal flat, not every such curve was filed as active; inconclusive = small, poorly fitted or top-dose-only effect, or effect the other way, or a change in a side signal; inactive = no such curve, though single readings can be large or run the other way; note: potency is the fitted concentration of half-maximal effect; % of control where 0% means no effect
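Fluorescence anisotropy tracks displacement of a FITC-tagged PTAP peptide (50 nM) from the Tsg101 binding domain (10 uM), following a 20 min room-temperature incubation at pH 7.5.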
AT treatment: potential ataxia-telangiectasia treatment; AID 485349; 320,000 tested, 0.19% active; […] A-T fibroblasts, KAP-1 phosphorylation AlphaLISA; neocarzinostatin DNA damage 30 min before lysis; Potency, µM (doses to about 57.5 µM), without a hit: at the top dose activation, hits mostly activators; note: potency is the fitted concentration of half-maximal effect; % of control where 0% means no effect; nearly all actives have a fitted effect of over 45% in size
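hTERT-immortalized A-T patient fibroblasts ([…]), 500 cells/well in OPTI-MEM, 1% FBS, got compounds for 60 min, then NCS for 30 min at 37C. Lysates were then assayed for phospho-KAP-1 by AlphaLISA (anti-pKAP1 donor, anti-KAP1 acceptor beads), 6 hr at 25C.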
Integrin act MD: activates integrin-mediated alleviation for muscular dystrophy | alpha7betagal myoblasts, beta-gal FDG fluorescence, 48 h | Potency, µM (titrated, usually from 38.3 µM), without a hit: top-dose activation, most hits filed as activators | 350,000 tested, 0.064% active;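 note: potency is the fitted concentration of half-maximal effect; 100% = response of the positive control SU9516; nearly all actives have a fitted effect of over 60% in size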
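Alpha7betagal+/- myoblasts (passage 13) were plated 16-24 hr, then exposed to compounds (1:260 dilution of DMSO stock) for 48 hours at 37C. After MPER lysis, β-galactosidase reporter activity was read as FDG fluorescence (ex 480/em 540) after 30 minutes.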
ELG1 repair inh: ELG1-dependent DNA repair inhibition. HEK293T ELG1-luciferase reporter, luminescence, 16 h; DNA damage induced by 5-fluorouridine. Potency, µM (top dose mostly 46.1 µM), inactives show top-dose activity change, negative = inhibition, hits mostly inhibitors. 330,000 tested, 2.3% active; note: potency is the fitted concentration of half-maximal effect; % is set by controls: 0 for no effect and ±100 for the full control effect; nearly all actives have a fitted effect of over 55% in size
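DMSO vehicle served as the neutral condition. Each well held 2,000 cells given 5-fluorouridine plus compound; after 16 hr at 37 °C/5% CO2, ONE-Glo was added and luciferase measured 30 min later.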
S-ASM inh: blocks human secretory acid sphingomyelinase | P17405 | placental ASM, HMU-PC fluorogenic substrate, 60 min | Potency, µM (titrated, usually from 57.5 µM), inactives show at the highest dose activity change, negative = inhibition, usual class: inhibitors | 340,000 tested, 0.006% active | AID 504937; note: potency is the fitted concentration of half-maximal effect
Target sequence (P17405 47-631 limits assumed): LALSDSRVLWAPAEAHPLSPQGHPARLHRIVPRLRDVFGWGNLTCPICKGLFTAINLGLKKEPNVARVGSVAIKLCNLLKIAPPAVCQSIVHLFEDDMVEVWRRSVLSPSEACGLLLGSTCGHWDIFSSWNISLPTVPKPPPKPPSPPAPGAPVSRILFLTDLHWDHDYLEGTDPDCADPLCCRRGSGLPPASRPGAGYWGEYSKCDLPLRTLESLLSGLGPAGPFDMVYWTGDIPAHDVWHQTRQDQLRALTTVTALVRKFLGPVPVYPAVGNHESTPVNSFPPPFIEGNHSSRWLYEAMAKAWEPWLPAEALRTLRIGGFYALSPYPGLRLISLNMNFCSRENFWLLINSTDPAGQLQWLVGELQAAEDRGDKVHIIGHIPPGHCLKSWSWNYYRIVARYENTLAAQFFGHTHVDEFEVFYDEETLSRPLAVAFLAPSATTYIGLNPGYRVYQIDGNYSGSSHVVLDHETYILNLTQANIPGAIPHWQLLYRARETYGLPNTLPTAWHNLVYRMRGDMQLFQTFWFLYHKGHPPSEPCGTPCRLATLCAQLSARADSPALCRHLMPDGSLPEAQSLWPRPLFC
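Human placenta-derived ASM enzyme was preincubated with compound for 10 minutes at room temperature, then given fluorogenic substrate HMU-PC0 (9 uM final) for 60 minutes at 37 °C; a pH 10 stop preceded fluorescence reading at Ex 386/Em 447 nm.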
Active calls of the source: *; ? = inconclusive; / = not tested or not shown; [ ] = dose if it differs, or a comment. Unless noted, calls come from the whole dose curve; as a rule, active = well fitted curve in the direction sought with a large enough effect; inconclusive = small, poorly fitted or top-dose-only effect, or another doubt; inactive = no such curve, though single readings can be large; an effect the other way counts as inactive or inconclusive. Random draw from the library. About 3.2% of those tested had a hit in this group.

SMILES | TCR activator | Mito fusion act | Tb PFK inh | TSHR antagonist | Eya2 phos inh | Chronic BCR inh | TSG101-PTAP inh | AT treatment | Integrin act MD | ELG1 repair inh | S-ASM inh
COc1ccc(N(CCCN2C(=O)c3cccc4cccc(c34)C2=O)C(=O)c2ccncc2)cc1 | / | 8.2% | -5.1% | 5.4 | 3.4% | -2.4% | 0.5% | -3.6% | -25.5% | 4.1% | -0.7%
CN(C)Cc1c(O)ccc2c(=O)c(-c3ccccc3Cl)coc12 | 3.5% | -1.8% | -6.2% | 0.1 | -1.2% | -4.3% | 1.1% | -2.5% | 1.3% | 0.8% | 154.9%[activator]
Cc1c(NS(=O)(=O)c2cc(C(=O)N3CCCC(C)C3)ccc2Cl)c(=O)n(-c2ccccc2)n1C (centres undefined) | 16.4%[46.1 µM] | / | 3.6% | -2.4 | 3.4% | 4.8% | -0.8% | 9.4% | -15.1% | ? | -4.9%
CC(C)NC(=O)COC(=O)c1ccc(Cl)c(S(=O)(=O)N2CCCC2)c1 | -2.3% | -0.5% | -2.4% | 3.9 | -10.5% | -16.3% | -8.2% | 4.4% | 17.9% | -1.8% | 3.3%
CCOC(=O)C1CCN(C(=O)COc2ccc(S(=O)(=O)NC(C)C)cc2Cl)CC1 | 3.3%[46.1 µM] | -1.0% | 1.7% | 0.0 | -22.2% | -0.5% | -2.8% | 1.5% | -8.6% | -6.8% | 4.9%
N#CCCCC#Cc1ccc2c(c1)COc1c3ccccc3nn1-2 | -5.8% | 3.1% | 0.0% | -24.2 | -3.2% | ? | / | 27.2% | -1.8% | ? | -13.0%
CSc1ccc(/C=C(/NC(=O)c2ccc(C)cc2)C(=O)Nc2cccc(F)c2)cc1 | -4.3%[46.1 µM] | -1.0% | 3.4% | -0.1 | 1.1% | 3.2% | 5.1% | -4.0% | 12.2% | 4.5% | 24.2%
COc1cccc(-c2nnc(NC(=O)c3ccc(S(=O)(=O)N4CC(C)OC(C)C4)cc3)o2)c1 (centres undefined) | 0.6% | 3.9% | -5.6% | -2.6 | 14.0% | ? | 0.6% | / | -15.0% | 2.59µM* | -0.2%
N/C(CN1CCSCC1)=N\OCc1c(F)cccc1Cl | -13.2% | -1.2% | -5.3% | -1.7 | 5.6% | -4.8% | -4.3% | -1.5% | 2.4% | 11.6% | 4.6%
Cc1cccc2c(C(=O)N3CCN(c4ccccn4)CC3)cc(-c3cccc(Br)c3)nc12 | 0.7% | 6.9% | -5.2% | -2.3 | 1.0% | -0.5% | -1.0% | 0.8% | -7.2% | 14.6µM* | ?
C/C(=N\NC(=O)Cc1cccn1C)c1ccc2ccccc2c1 | -1.0% | -4.2% | -2.1% | -0.1 | 17.9% | ? | -3.4% | / | -19.2% | ? | -5.2%
Nc1nc(CN2CCN(c3ccccc3F)CC2)nc(Nc2ccccc2)n1 | -8.4% | -4.1% | -9.7% | -3.8 | -4.2% | -4.1% | -4.2% | 0.2% | 9.0%[7.66 µM] | 0.0% | -3.2%
Cc1ccc(Cl)cc1NC(=O)COC(=O)CC1CCCCC1 | 3.1% | 17.0% | -15.0% | -24.0 | -5.9% | -4.1% | -2.0% | -2.6% | 4.6% | 0.6% | -5.7%
Nn1c(SCC(=O)N2CCN(S(=O)(=O)c3ccccc3)CC2)nnc1-c1cccs1 | 4.5% | -2.1% | 0.0%[0.46 µM] | -6.3 | 7.4% | -0.7% | -1.0% | -2.3% | -12.9% | -3.0% | -0.2%
COc1ccc(C2SCC(=O)N2c2c(C)n(C)n(-c3ccccc3)c2=O)cc1 (centres undefined) | 5.3% | 1.7% | 0.2% | 11.1 | 24.6%[15.4 µM] | 0.6% | -2.6% | -4.9% | 15.2% | -3.4% | 2.5%
CC1CCN(C(=O)CN(c2ccc(Cl)c(C(F)(F)F)c2)S(C)(=O)=O)CC1 | 1.7% | 0.3% | -6.6% | -4.3 | 15.5% | ? | -8.7% | -9.0% | 11.2% | ? | 0.2%
CCc1ccc(NC(=O)C/C(C)=N/NC(=O)COc2ccccc2C)cc1 | -3.2% | 5.2% | -1.2% | 1.0 | ? | -17.4% | -6.0% | 1.7% | -13.6% | 17.1% | -16.2%
O=C(CCNC(=O)c1ccccc1)N=Nc1c(O)[nH]c2ccccc12 | / | 5.8% | -4.3% | -2.6 | -9.8% | 4.6% | / | 0.6% | / | 5.9% | /
CCOC(=O)c1ccc(Nc2cnc3ccccc3n2)cc1 | -1.4% | 0.8% | -1.3% | -1.6 | -1.5% | ? | -0.2% | 0.1% | ? | ? | 66.9%[activator]
CC(Sc1nc(-c2ccccc2)cc(=O)[nH]1)C(=O)O (centres undefined) | 0.7% | -0.4% | 0.7% | 3.4 | 6.1% | ? | -7.6% | 0.0% | 22.4% | 0.7% | 5.4%
Brc1ccc(C2CC(c3ccccc3)=Nc3ccccc3N2)cc1 (centres undefined) | 0.4%[46.1 µM] | 7.0% | -0.9% | 5.4 | -0.2% | 2.0% | 3.9% | 5.6% | -8.2% | ? | -2.0%
COc1cc2[nH]c3c(=O)n(CCN(C(C)C)C(C)C)cnc3c2cc1OC | -5.7% | 4.4% | 4.0% | 7.0 | -16.0% | -15.6% | -1.1% | / | ? | ? | 0.0%
CCOC(=O)C(=N/O)/C(C)=N/NC(C)=O | -20.2% | 8.8% | 0.4% | 3.4 | -10.4% | -11.1% | -2.9% | -0.5% | -2.4% | 15.9% | 6.2%
Cc1nc2ccsc2c(=O)n1-c1ccc(Cl)cc1 | 4.3%[46.1 µM] | -1.0% | -2.6% | -6.3 | 1.5% | -0.7% | -0.6% | 8.9% | -22.6% | -1.9% | 0.6%
N#Cc1c(NC(=O)/C=C/c2ccco2)sc2c1CCCC2 | -2.5%[46.1 µM] | -2.2% | -2.1% | -5.6 | 3.7% | ? | 1.9% | 2.2% | 26.1% | ? | -1.1%
O=C1CCC(C(=O)OCc2nnc(-c3ccc(Cl)cc3)o2)=NN1 | -1.8% | 0.6% | -5.7% | 13.6 | -9.9% | 6.3% | -5.0% | -1.8% | -14.8% | ? | 2.1%
O=C(CSc1nc(-c2cccs2)cc(C(F)(F)F)n1)NCCCn1ccnc1 | 3.4%[46.1 µM] | -6.4% | 19.1% | 8.2 | -3.5% | 3.6% | -9.4% | 0.9% | 0.7% | -11.5% | -2.5%
COC(=O)c1ccc(Cn2nnc3c(=O)[nH]c(C4CCN(S(=O)(=O)c5ccc(F)cc5)CC4)nc32)cc1 | -3.1% | -0.3% | 0.1% | -14.3 | -4.4% | -8.2% | -7.5% | -6.4% | 6.9% | -7.2% | 1.6%
CN1CCN(c2oc(-c3ccccc3F)nc2S(=O)(=O)c2ccc(Cl)cc2)CC1 | -3.2% | -8.5% | -1.0% | 10.0 | -3.7% | -16.0% | 2.1% | 10.0% | 30.1% | -25.7% | /
O=[N+]([O-])c1ccc(S(=O)(=O)Nc2nc(-c3ccccc3)cs2)cc1 | 2.1% | 7.8% | 2.0% | -16.9 | 12.5% | 15.7% | -5.4% | 4.7% | ? | -9.5% | -3.8%
Cn1c(=S)n(/N=C/c2cccs2)c2ccccc21 | -1.1% | -2.4% | -7.3% | 1.6 | -23.0% | -10.6% | -5.0% | 2.7% | -11.0% | 0.0% | -9.6%
COc1ccc(CNc2nc3ccccc3n2CCN2CCCCC2)cc1 | 4.3% | -9.0% | -3.2% | -5.8 | -10.8% | -5.0% | 0.7% | -5.4% | -35.9% | ? | 2.7%
CC1CN(C(=O)CCC(=O)NCc2ccccc2)c2ccccc2S1 (centres undefined) | -3.4% | -3.4% | -5.7% | 33.4 | -8.0% | -6.8% | -1.3% | 14.0% | -13.8% | 17.8% | -1.1%
